Screening data (PubChem BioAssay)
Gal4-VP16 FLuc – VP16 counterscreen qHTS for inhibitors of ROR gamma transcriptional activity | Drosophila S2 Gal4-VP16 UAS-luciferase, luminescence, 20 h | Potency, µM (highest dose often 53.6 µM), without a hit: at the highest dose activity, negative = inhibition, usual class: inhibitors | actives 3.5% (n = 310,000) | AID 2546, 2010;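 also: Gal4-VP16 expression switched on by copper sulfate through the metallothionein promoter; potency is read from the fitted curve at half-maximal effect; % is scaled to controls: 0 for no effect and ±100 for the full control effect; nearly all actives have a fitted effect of over 50% in size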
Menin-MLL TR inh – qHTS Assay for Inhibitors Targeting the Menin-MLL Interaction in MLL Related Leukemias: Competition With Texas Red Labeled MLL-derived Mutant Peptide; Potency, µM (top dose mostly 61.6 µM), for the others: at the top dose FP activity change, negative = inhibition, most hits filed as inhibitors; actives 0.23% (n = 270,000); Menin + Texas Red MLL mutant peptide, fluorescence polarization; O00255; AID 1768, 2009; active = well fitted inhibition curve with a large enough effect in the polarisation, with a control signal flat, not every such curve was filed as active; inconclusive = small, poorly fitted or top-dose-only effect, or effect the other way, or a change in a side signal; inactive = no such curve, though single readings can be large or run the other way; the % refers to the polarisation; also: potency is read from the fitted curve at half-maximal effect; % of control where 0% means no effect; many of its hits are not listed in these tables
Target sequence (O00255 whole entry, looked up): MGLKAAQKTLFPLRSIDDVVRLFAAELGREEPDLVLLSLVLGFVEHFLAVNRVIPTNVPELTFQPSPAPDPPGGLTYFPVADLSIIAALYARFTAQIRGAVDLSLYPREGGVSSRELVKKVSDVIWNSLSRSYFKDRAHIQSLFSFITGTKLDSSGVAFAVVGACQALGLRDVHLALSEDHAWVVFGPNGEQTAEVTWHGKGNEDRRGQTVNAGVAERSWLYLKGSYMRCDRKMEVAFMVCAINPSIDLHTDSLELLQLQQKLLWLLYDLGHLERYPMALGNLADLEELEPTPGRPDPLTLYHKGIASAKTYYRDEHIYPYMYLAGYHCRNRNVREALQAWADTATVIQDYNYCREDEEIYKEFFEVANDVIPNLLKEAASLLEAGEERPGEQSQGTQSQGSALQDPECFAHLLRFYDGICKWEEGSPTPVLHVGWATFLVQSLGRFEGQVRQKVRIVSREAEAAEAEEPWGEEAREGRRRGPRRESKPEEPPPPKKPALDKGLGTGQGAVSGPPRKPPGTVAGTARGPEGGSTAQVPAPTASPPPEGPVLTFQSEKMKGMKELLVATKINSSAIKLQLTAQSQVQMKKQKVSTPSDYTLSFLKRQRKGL
FLuc counter – qHTS profiling assay for firefly luciferase inhibitor/activator using purifed enzyme and Km concentrations of substrates (counterscreen for miR-21 project); Luciferin 4-monooxygenase (Photinus pyralis), P08659; purified FLuc, Km substrates, luminescence inhibition; Potency, µM (highest dose often 57.5 µM), inactives show top-dose activity change, negative = inhibition, hits mostly inhibitors; actives 6.9% (n = 360,000);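 also: potency is read from the fitted curve at half-maximal effect; plate controls were vehicle for no effect and reference inhibitor for full effect; nearly all actives have a fitted effect of over 55% in size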
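Biochemical qHTS of compounds, final roughly 60 µM downward over six points, against 10 nM purified firefly luciferase using Km concentrations of substrates (10 uM D-luciferin, 10 uM ATP) in Tris acetate pH 7.5 buffer; luminescence output.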
PKM2 activator – qHTS Assay for Activators of Human Muscle isoform 2 Pyruvate Kinase; purified PKM2, Kinase-Glo ATP luminescence, activation; response scale: 0% is enzyme alone, no compound; AID 1631, 2009; actives 0.34% (n = 260,000); Pyruvate kinase PKM (Homo sapiens), P14618; Potency, µM (doses to about 57.5 µM), inactives show at the highest dose activation, hits mostly activators; also: potency is read from the fitted curve at half-maximal effect; % is scaled to controls: 0 for no effect and ±100 for the full control effect; nearly all actives have a fitted effect of over 55% in size
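hPK-M2, >95% pure; 0.1 mM ADP / 0.5 mM PEP final; imidazole pH7.2 buffer w/ 7 mM MgCl2, 50 mM KCl; 1 h RT; Kinase-Glo lum. Intermediate enzyme activity for dual inhibitor/activator qHTS.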
Rab9 prom act – qHTS Assay for Rab9 Promoter Activators; AID 485297, 2010; actives 2.8% (n = 320,000); Huh7 Rab9 promoter-luciferase reporter, luminescence, 24 h; Potency, µM (titrated, usually from 9.22 µM), without a hit: at the highest dose activation, negative = inhibition, most hits filed as activators; also: potency is read from the fitted curve at half-maximal effect; % of control where 0% means no effect; nearly all actives have a fitted effect of over 60% in size
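Measured in stably transfected Huh7 cells bearing a Rab9 promoter–luciferase construct: 24 h compound treatment at 37 °C, followed by luminescence detection.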
NPC1 promoter act – qHTS Assay for NPC1 Promoter Activators; Huh7 NPC1 promoter luciferase reporter, 24 h; actives 2.4% (n = 320,000); Potency, µM (series often up to 9.22 µM), inactives show top-dose activation, hits mostly activators;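 also: potency is read from the fitted curve at half-maximal effect; % of control where 0% means no effect; nearly all actives have a fitted effect of over 60% in size; reporter is driven by a mutant NPC1 promoter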
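Cells: Huh7 expressing luciferase under the NPC1 promoter, 1500/well. Seeded 2 h, compound added, incubated 24 h at 37 °C. Luciferase reagent, 10 min ambient, then luminescence.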
KCNH2 3.1 block – qHTS for Inhibitors of KCHN2 3.1: Mutant qHTS | actives 0.95% (n = 340,000) | Potassium voltage-gated channel subfamily H member 2, brain isoform KCNH2 3.1 (human) | AID 720553, 2013 | U2OS KCNH2 3.1, thallium flux FluxOr; stronger effect = lower value | activity change, % (tested at about 1.8 µM);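 active = maximum activity change below -70%; inconclusive = maximum activity change from -70% to -50%; inactive = maximum activity change above -50%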;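 also: thallium influx rate constant from kinetic fluorescence after stimulation buffer; % is scaled to controls: 0 for no effect and ±100 for the full control effect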
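Channel expression came from 3.1 mutant virus (1.77 x 10^8 /mL) applied to suspended U2OS cells for 4 h. Flux was tracked with FluxOr dye plus Red40 quencher, and kinetic rate constants normalized to controls.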
RORgamma inh – qHTS for inhibitors of ROR gamma transcriptional activity; Nuclear receptor ROR-gamma (Mus musculus), P51450; Drosophila S2 Gal4-RORgamma UAS-luciferase reporter, 20 h; Potency, µM (doses to about 53.6 µM), inactives show at the highest dose activity change, negative = inhibition, actives largely listed as inhibitors; actives 5.4% (n = 310,000); AID 2551, 2010; also: potency is read from the fitted curve at half-maximal effect; % is scaled to controls: 0 for no effect and ±100 for the full control effect; nearly all actives have a fitted effect of over 60% in size
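Compounds are pin-transferred onto Drosophila Schneider cells expressing a copper-inducible Gal4–ROR gamma transactivation domain fusion. After 1 hr, copper sulfate is added to 700 uM final; luciferase is read 20 hr later.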
MBNL1 CUG block – qHTS Assay for Inhibitors of MBNL1-poly(CUG) RNA binding; Muscleblind-like protein 1 (Homo sapiens), Q9NR56; TR-FRET MBNL1-His/biotin-(CUG)12 binding, 665/545 ratio; Potency, µM (doses to about 57.5 µM), for the others: top-dose activity change, negative = inhibition, usual class: inhibitors; actives 0.036% (n = 280,000); AID 2675, 2010; active = well fitted inhibition curve with a large enough effect in the signal ratio, with a control signal flat, not every such curve was filed as active; inconclusive = small, poorly fitted or top-dose-only effect, or effect the other way, or a change in a side signal; inactive = no such curve, though single readings can be large or run the other way; the % refers to the signal ratio; also: potency is read from the fitted curve at half-maximal effect; % is scaled to controls: 0 for no effect and ±100 for the full control effect
Target sequence (Q9NR56 whole entry, looked up): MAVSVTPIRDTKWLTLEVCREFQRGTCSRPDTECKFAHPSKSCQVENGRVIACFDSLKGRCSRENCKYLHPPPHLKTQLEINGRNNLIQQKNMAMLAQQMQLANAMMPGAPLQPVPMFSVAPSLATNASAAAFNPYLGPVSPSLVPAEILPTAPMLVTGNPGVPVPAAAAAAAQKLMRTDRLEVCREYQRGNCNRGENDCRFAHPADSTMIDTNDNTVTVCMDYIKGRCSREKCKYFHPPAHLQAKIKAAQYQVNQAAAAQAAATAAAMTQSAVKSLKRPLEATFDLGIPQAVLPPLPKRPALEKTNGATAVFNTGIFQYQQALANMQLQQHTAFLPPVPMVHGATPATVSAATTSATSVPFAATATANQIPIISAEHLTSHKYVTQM
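His-tagged MBNL1 binding to biotinylated (CUG)12 RNA was measured by TR-FRET using terbium anti-His antibody (0.055 ng/ul final) and streptavidin-XL665 (5 nM final). Compounds were titrated 92 nM to 58 uM; 60 min at room temperature.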
Mito fusion yeast – qHTS Assay for Small Molecule Inhibitors of Mitochondrial Division or Activators of Mitochondrial Fusion. actives 0.23% (n = 320,000). S. cerevisiae fusion-defective mutant growth rescue, CellTiterGlo 48 h. Potency, µM (top dose mostly 46.1 µM), without a hit: at the highest dose growth rescue (activation), hits mostly activators. AID 485298, 2010;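 also: potency is read from the fitted curve at half-maximal effect; % of control where 0% means no effect; nearly all actives have a fitted effect of over 45% in size; temperature-sensitive fusion mutants such as fzo1-1 at 37 °C on non-fermentable ethanol glycerol medium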
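Luminescent cell viability in 1536-well qHTS format served as the measure of rescued growth in ts fusion-mutant S. cerevisiae cultured on non-fermentable YPEG for 48 hours at 37C.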
ELG1 DNA repair – qHTS screen for small molecules that inhibit ELG1-dependent DNA repair in human embryonic kidney (HEK293T) cells expressing luciferase-tagged ELG1; HEK293T ELG1-luciferase reporter, luminescence, 16 h; DNA damage induced by 5-fluorouridine; Potency, µM (highest dose often 46.1 µM), for inactives: at the highest dose activity change, negative = inhibition, most hits filed as inhibitors; actives 2.3% (n = 330,000); AID 504467, 2011; also: potency is read from the fitted curve at half-maximal effect; % is scaled to controls: 0 for no effect and ±100 for the full control effect; nearly all actives have a fitted effect of over 55% in size
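Quantitative HTS, concentration-response format. 2,000 cells/well co-treated with 5-fluorouridine and compound, 16 hr in 5% CO2 at 37 °C; ONE-Glo luminescence read after 30 min.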
Active calls of the source: *; ? = inconclusive; . = no result given; & = joins results of further samples; [ ] = remark or other dose. Unless noted, calls follow the shape of the dose curve; as a rule, active = well fitted curve in the direction sought with a large enough effect; inconclusive = small, poorly fitted or top-dose-only effect, or another doubt; inactive = no such curve, though single readings can be large; an effect the other way counts as inactive or inconclusive.

Field names – A = Gal4-VP16 FLuc; B = Menin-MLL TR inh; C = FLuc counter; D = PKM2 activator; E = Rab9 prom act; F = NPC1 promoter act; G = KCNH2 3.1 block; H = RORgamma inh; I = MBNL1 CUG block; J = Mito fusion yeast; K = ELG1 DNA repair
molecule: CC(=O)NC(Cc1ccc(N(CCCl)CCCl)cc1)C(=O)O (stereo not given)
  A: 5%	B: -7%	C: -2%	D: -4%	E: 1%	F: 0%	G: 0	H: -3%	I: 0%	J: -2%	K: 1%
molecule: O=C1Nc2ccccc2C(c2ccccc2)=NC1O (stereo not given)
  A: 7%	B: -8%	C: -1%	D: .	E: -14%	F: -1%	G: -15	H: 14%	I: -3%	J: 1%	K: 6%
molecule: CSc1ccc(CN2CCN(C(=O)COc3cccc(C)c3)CC2)cc1
  A: 3%	B: ?	C: -3%&-7%	D: 4%	E: -10%	F: -4%	G: -39	H: ?	I: -7%	J: -2%	K: ?
molecule: COc1ccc(NP(=O)(Oc2ccccc2OC)Oc2ccccc2OC)cc1
  A: 6%	B: -4%	C: -2%	D: -1%	E: -4%	F: 1%	G: -10	H: 40%	I: -1%	J: 5%	K: 21µM*
molecule: CC1(C)C2([N+](=O)[O-])CN3CN(C2)CC1([N+](=O)[O-])C3
  A: -21%	B: 12%	C: 0%	D: 1%	E: -3%	F: -3%	G: 2	H: -10%	I: -5%	J: 12%	K: 6%
molecule: CC(C)(C)NS(=O)(=O)c1ccc(OCC(=O)N2CCN(Cc3ccccc3)CC2)cc1
  A: ?	B: -5%	C: 7%	D: -2%	E: -5%	F: -5%	G: -1	H: -39%	I: 2%	J: 0%	K: -2%
molecule: CCCNC(=O)N1[C@H]2CC[C@@H]1C(C(=O)OC)=C(c1ccc(OC)c(OC)c1)C2
  A: .	B: .	C: 7%	D: .	E: -9%	F: -4%	G: 10	H: .	I: .	J: -18%	K: 22%
molecule: COC(=O)C1=C(c2ccc(C(C)=O)cc2)C[C@@H]2CC[C@H]1N2C(=O)NCc1ccc(F)cc1
  A: .	B: .	C: -1%	D: .	E: 2%	F: -1%	G: 2	H: .	I: .	J: 7%	K: 3%
molecule: CC(C)CCCn1c(O)c(/C=C2/C=CC=N2)c(=O)[nH]c1=O
  A: 2%	B: 7%	C: -2%	D: 1%	E: -6%	F: 0%	G: 8	H: ?	I: ?	J: -2%	K: ?
molecule: Cc1ccc(/C=C2\C(=O)NC(=O)N(Cc3ccccc3Cl)C2=O)o1
  A: 1%	B: 30%[activator]	C: ?	D: 14%	E: 8%	F: 6%	G: 9	H: 3%	I: 4%	J: 0%	K: ?
molecule: O=C(c1ccc(F)c([N+](=O)[O-])c1)N1CC2CC(C1)c1cccc(=O)n1C2 (stereo not given)
  A: -8%	B: -9%	C: -2%	D: .	E: -5%	F: 0%	G: -10	H: -6%	I: ?	J: 14%	K: 4%
molecule: CCCC(=O)OCC[N+](C)(C)C
  A: 1%	B: 8%	C: 1%	D: 2%	E: 3%	F: -1%	G: -2	H: 9%	I: -11%	J: 0%	K: -5%
molecule: c1cc(CNCCc2ccc3c(c2)OCO3)ccn1
  A: 4%	B: -5%	C: -2%	D: 4%	E: -1%	F: -1%	G: 15	H: -9%	I: -4%	J: 1%	K: ?
molecule: CCC(NC(=O)OC(C)(C)C)C(=O)Oc1cc(C)cc2oc(=O)c3c(c12)CCC3 (stereo not given)
  A: -1%	B: ?	C: 10%	D: 0%	E: 3%[1.84 µM]	F: -7%	G: -3	H: 1%	I: 1%	J: 8%	K: -16%
molecule: Cc1cc(C(=O)OCC(=O)Nc2ccccc2F)c(C)n1C1CC1
  A: .	B: .	C: ?	D: .	E: ?	F: ?	G: 5	H: .	I: .	J: 11%	K: ?
molecule: COc1ccc(CC(=O)N2CCN(C)CC2)cc1OC
  A: -3%	B: .	C: 5%	D: -5%	E: 0%	F: -2%	G: 0	H: -7%	I: 4%	J: -1%	K: 8%
molecule: CCOc1cc2c(cc1OCC)-n1cccc1C(c1ccc(OC)c(OC)c1)NC2 (stereo not given)
  A: -6%	B: ?	C: 0%	D: .	E: 0%	F: -6%	G: -8	H: 20%	I: 3%	J: -40%[inhibitor]	K: 14%
molecule: N#C/C=C/C#N
  A: ?	B: .	C: -1%	D: .	E: -1%	F: -2%	G: 11	H: ?	I: .	J: -2%	K: ?
molecule: CCC(=NCCc1ccccc1)c1c(O)n(C)c(=O)n(C)c1=O
  A: ?	B: .	C: 6%	D: 4%	E: -17%	F: -10%	G: -17	H: 42%	I: -7%	J: 4%	K: ?
molecule: Cc1ccc(CN2CCN(C)CC2)c(C)c1
  A: -2%	B: 1%	C: 3%	D: 8%	E: -2%	F: -4%	G: -5	H: ?	I: -2%	J: -5%	K: 1%
molecule: Cc1cc(C)nc(/N=C(\N)c2c(O)[nH]c(=O)[nH]c2=O)n1
  A: 1%[0.365 µM]	B: -18%	C: 2%	D: -4%	E: -9%	F: 0%	G: -17	H: 10%	I: -21%	J: -5%	K: 27%
molecule: CCCCN1C(=O)/C(=C/c2ccc(N(C)C)cc2)C(=O)N(Cc2ccco2)C1=O
  A: -1%	B: 25µM*	C: -16%	D: -2%	E: 3%	F: -2%	G: 8	H: 0%	I: -3%	J: -1%	K: 13%
molecule: Cc1ccc2c(c1)C1CN(C)CCC1N2C(=O)Nc1ccc(Cl)cc1 (stereo not given)
  A: 4%	B: 9%	C: ?	D: 0%	E: 8%	F: 10%	G: -23	H: 28%	I: -18%	J: -5%	K: ?

At a glance, 6 of the compounds above:
Field names – A = Gal4-VP16 FLuc; B = Menin-MLL TR inh; C = FLuc counter; D = PKM2 activator; E = Rab9 prom act; F = NPC1 promoter act; G = KCNH2 3.1 block; H = RORgamma inh; I = MBNL1 CUG block; J = Mito fusion yeast; K = ELG1 DNA repair
molecule: N#C/C=C/C#N
  A: ?	B: .	C: -1%	D: .	E: -1%	F: -2%	G: 11	H: ?	I: .	J: -2%	K: ?
molecule: CCC(=NCCc1ccccc1)c1c(O)n(C)c(=O)n(C)c1=O
  A: ?	B: .	C: 6%	D: 4%	E: -17%	F: -10%	G: -17	H: 42%	I: -7%	J: 4%	K: ?
molecule: Cc1ccc(CN2CCN(C)CC2)c(C)c1
  A: -2%	B: 1%	C: 3%	D: 8%	E: -2%	F: -4%	G: -5	H: ?	I: -2%	J: -5%	K: 1%
molecule: Cc1cc(C)nc(/N=C(\N)c2c(O)[nH]c(=O)[nH]c2=O)n1
  A: 1%[0.365 µM]	B: -18%	C: 2%	D: -4%	E: -9%	F: 0%	G: -17	H: 10%	I: -21%	J: -5%	K: 27%
molecule: CCCCN1C(=O)/C(=C/c2ccc(N(C)C)cc2)C(=O)N(Cc2ccco2)C1=O
  A: -1%	B: 25µM*	C: -16%	D: -2%	E: 3%	F: -2%	G: 8	H: 0%	I: -3%	J: -1%	K: 13%
molecule: Cc1ccc2c(c1)C1CN(C)CCC1N2C(=O)Nc1ccc(Cl)cc1 (stereo not given)
  A: 4%	B: 9%	C: ?	D: 0%	E: 8%	F: 10%	G: -23	H: 28%	I: -18%	J: -5%	K: ?

An excerpt; rates above refer to the full screens.
